OX1R antag-1 – OX1R (human) antagonism; inhibition, % at 6.6 µM; OX1R-expressing cells, FRET antagonist read-out; 330,000 compounds, 1.8% hits; AID 485270; O43613; in the data active = inhibition mostly above about 38%, no sharp cut-off; inactive = mostly below about 40%;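 note: 0% = agonist challenge alone and 100% = reference antagonist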
Target sequence (O43613 whole entry, looked up): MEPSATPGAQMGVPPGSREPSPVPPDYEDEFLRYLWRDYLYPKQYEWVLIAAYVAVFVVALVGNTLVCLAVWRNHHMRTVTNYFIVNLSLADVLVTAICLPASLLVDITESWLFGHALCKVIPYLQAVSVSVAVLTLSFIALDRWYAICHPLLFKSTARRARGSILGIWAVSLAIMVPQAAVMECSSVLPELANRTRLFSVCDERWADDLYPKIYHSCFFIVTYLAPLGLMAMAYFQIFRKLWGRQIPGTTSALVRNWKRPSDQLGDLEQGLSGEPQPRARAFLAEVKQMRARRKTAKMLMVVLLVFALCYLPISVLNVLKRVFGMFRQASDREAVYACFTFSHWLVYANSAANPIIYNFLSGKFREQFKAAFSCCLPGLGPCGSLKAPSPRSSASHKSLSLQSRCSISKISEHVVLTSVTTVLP
STK33 inh – blocks human STK33 kinase activity. purified STK33, MBP phosphorylation, ADP-Glo luminescence. inhibition, % at 10 µM. 320,000 compounds, 0.073% hits;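 active = inhibition at or above 25%, using the most active replicate where run in duplicate; inactive = inhibition below 25%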
Target sequence (Q9BYT3 whole entry, looked up): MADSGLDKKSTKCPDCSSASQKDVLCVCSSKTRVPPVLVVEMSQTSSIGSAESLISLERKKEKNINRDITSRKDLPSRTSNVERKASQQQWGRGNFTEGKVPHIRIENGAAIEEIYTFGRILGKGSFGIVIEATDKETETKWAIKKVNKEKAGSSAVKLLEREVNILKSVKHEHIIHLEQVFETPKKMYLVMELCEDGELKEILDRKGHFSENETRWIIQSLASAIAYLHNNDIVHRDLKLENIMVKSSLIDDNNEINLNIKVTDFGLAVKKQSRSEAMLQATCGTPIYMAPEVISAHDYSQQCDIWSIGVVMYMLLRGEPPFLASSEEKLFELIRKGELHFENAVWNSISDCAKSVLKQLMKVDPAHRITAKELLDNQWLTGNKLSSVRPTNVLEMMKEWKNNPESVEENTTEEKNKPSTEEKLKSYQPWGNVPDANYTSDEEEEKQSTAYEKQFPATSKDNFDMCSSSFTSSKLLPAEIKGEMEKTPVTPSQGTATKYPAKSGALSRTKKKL
OX1R antag-2 – blocks the human orexin 1 receptor | O43613 | CHO/OX1R cells, Fluo-8 calcium fluorescence, orexin A | inhibition, % at 5 µM | 330,000 compounds, 0.43% hits | AID 434989;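 active = inhibition above its plate's threshold, mean inhibition of all tested compounds on the plate plus 3 SD, cut at about 37% in these data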;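 note: 0% = orexin A challenge wells and 100% = SB-334867-A antagonist wells; not every result past the cut was called active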
Numbers without * were called inactive; nt = not tested or not shown. Compounds were not picked by outcome, and some 2.2% of all compounds hit somewhere here.

SMILES	OX1R antag-1	STK33 inh	OX1R antag-2
CCOC(=O)C(=O)c1c(-c2ccc(C)cc2)nc2ccccn12	13	0.9	-18
CCSc1ccc2cc(OC)ccc2[n+]1CC	49	1.7	-9
CCOC(=O)c1c(NC(=O)COC(=O)c2ccncc2)sc(C)c1C	15	-0.4	-20
Cc1ccc(CC(=O)NCc2ccc(Cl)cc2)cc1	27	-1.1	-8
CCCc1cc(=O)[nH]c(SCC(=O)N2CCc3ccccc32)n1	8	-1.3	-27
Cc1cc(C)c(S(=O)(=O)Nc2ccc[nH]c2=O)c(C)c1	8	-0.6	-9
COCCNC(=O)c1c[nH]c2ccc(S(=O)(=O)N(C)c3ccc(C)c(C)c3)cc2c1=O	24	-0.7	-15
O=C(C[n+]1ccc(/C=N/O)cc1)NCc1ccccc1	22	-1.5	-18
NS(=O)(=O)c1cccc(-n2cnnn2)c1	8	0.3	-7
Cc1cc(C)n(CCc2nc(-c3ccc(F)cc3)cs2)n1	15	-1.7	-36
COc1cccc(/C=N/NC(=O)CNC(=O)c2ccc(S(=O)(=O)N3CCOCC3)cc2)c1OC	8	-1.3	-11
CC(=O)c1cc2c(O)c(O)ccc2o1	9	nt	-9
C=CCn1c(SCc2nc3sc4c(c3c(=O)[nH]2)CCCC4)nc2ccccc2c1=O	6	-1.4	-28
O=C(NCCCl)Nc1ccccc1NS(=O)(=O)c1cccs1	13	-0.2	7
O=C(Nc1ccc(F)cc1F)N1CCN(CCc2ccccc2)CC1	5	-0.1	10
COc1ccc(N2CCN(CCCNC(=O)c3ccc(CS(=O)(=O)c4ccc(OC)cc4)o3)CC2)cc1	-3	-0.3	-24
Nc1nnnn1/N=C/c1ccc(O)cc1	13	4.9	-2
CCN1C(=O)C2(C(C#N)=C(N)Oc3n[nH]c(-c4ccccc4)c32)c2ccccc21 (stereo not drawn)	3	-0.6	-33
CC(C)c1ccc2[nH]c(O)c(N=NC(=O)c3cccc(S(=O)(=O)N4CCCCC4)c3)c2c1	20	-2.4	-36
Cc1cc(/C=C(\C#N)C(=O)Nc2ccccc2)c(C)n1-c1ccc2c(c1)OCO2	23	-1.0	-21
CN1CCN(C2=NC(=O)/C(=C/c3ccccc3OS(=O)(=O)c3ccccc3)S2)CC1	30	-1.7	-32
Cc1ccc(CCNC(=O)c2ccc3nc4ccccc4c(=O)n3c2)cc1	-4	-2.2	-30
CN(C)S(=O)(=O)c1cccc(-c2cn3ccccc3n2)c1	49	-1.8	-17
COc1ccc(/C=C2\CCn3c2nc2cc(C(=O)O)ccc2c3=O)cc1OC	14	0.2	-10
O=C(N/N=C/c1cccc(NC(=O)c2ccc(Cl)cc2)c1)c1ccc(O)cc1	23	-0.9	3
COC(=O)c1ccc(COc2ccc3c4c(c(=O)oc3c2)CCC4)o1	15	0.5	-18
S=C(Nc1ccc2nsnc2c1)N1CCCC1	29	2.8	-7
O=C1NC2(CCCCC2)C(=O)N1c1ccccc1	20	5.8	-12
COc1ccc(N(CC(=O)NCc2ccccc2C)S(=O)(=O)c2ccc(C)cc2)cc1OC	24	-0.9	-26
CNC(=S)NNS(=O)(=O)c1ccc(OC)cc1OC	0	-0.8	-10
NS(=O)(=O)c1ccc(CNC(=O)CNC(=O)c2ccc(F)cc2)cc1	6	-0.3	-10
O=C(CC1(O)C(=O)Nc2ccccc21)c1cccnc1 (stereo not drawn)	13	-1.2	-2
NC(=O)c1ccc(NC(=O)COC(=O)C(Cc2ccccc2)NC(=O)c2ccccc2)cc1 (stereo not drawn)	10	1.6	-32
Cc1ccc(C)c(NC(=O)C(C)N2C(=O)c3ccccc3C2=O)c1 (stereo not drawn)	4	-0.6	-15
O=C(CSc1nnc(-c2ccco2)o1)NC(=O)C1COc2ccccc2O1 (stereo not drawn)	13	0.7	-12
COc1ccc(/C=N/NC(=O)c2ccncc2)cc1CN1CCN(c2ccc(F)cc2)CC1	15	-0.1	-28
COc1ccccc1NC(=O)N(CCN1CCCC1)Cc1cc2cc(C)ccc2[nH]c1=O	3	-0.2	-23
Nc1c(C(=O)OCC2CCCO2)c2nc3ccccc3nc2n1C1CCCC1 (stereo not drawn)	9	-2.2	-30
Cc1cc2c(nn1)CCc1nonc1-2	9	-1.5	-5
Cc1cc([N+](=O)[O-])ccc1Nc1nc2ccccc2n2cnnc12	-4	0.3	-42
O=S(=O)(c1ccccc1)c1ccc(C(F)(F)F)cn1	18	0.1	-1
COc1ccccc1NC(=O)C(Sc1ccccc1)c1ccccc1 (stereo not drawn)	47	-1.1	-25
CC/C(=N\NC(=S)NC(C)C)c1ccc(OC(F)F)cc1	16	0.0	-23
CC1CCN(C(=O)c2[nH]cnc2C(=O)N[C@@H](C)C(=O)OC(C)(C)C)CC1	15	-0.5	-6
CCC(Sc1nc2ccccc2c(=O)n1CCN1CCOCC1)C(=O)NCc1cccnc1 (stereo not drawn)	15	-1.9	-18
Cc1ccc(Nc2ccccc2)cc1	15	-1.6	-10
CN1C(=S)N(c2cccnc2)C(=O)/C1=C\c1ccc(C(C)(C)C)cc1	23	0.1	12
CC(C)(C)NC(=O)CSc1nc(O)cc(=O)[nH]1	16	-2.1	-17
CCOC(=O)c1c(NC(=O)C(Sc2ccccc2)c2ccccc2)sc(C(=O)N(C)C)c1C (stereo not drawn)	18	-4.5	-39
COc1ccccc1CNC(=O)CSc1nc(C)cs1	16	-2.6	-6

Laid out differently: entries from further up.
CC/C(=N\NC(=S)NC(C)C)c1ccc(OC(F)F)cc1
  OX1R antag-1 = 16
  STK33 inh = 0.0
  OX1R antag-2 = -23
CC1CCN(C(=O)c2[nH]cnc2C(=O)N[C@@H](C)C(=O)OC(C)(C)C)CC1
  OX1R antag-1 = 15
  STK33 inh = -0.5
  OX1R antag-2 = -6
CCC(Sc1nc2ccccc2c(=O)n1CCN1CCOCC1)C(=O)NCc1cccnc1 (stereo not drawn)
  OX1R antag-1 = 15
  STK33 inh = -1.9
  OX1R antag-2 = -18
Cc1ccc(Nc2ccccc2)cc1
  OX1R antag-1 = 15
  STK33 inh = -1.6
  OX1R antag-2 = -10

Next part.
SMILES	OX1R antag-1	STK33 inh	OX1R antag-2
CSc1cc(N2CCOCC2)nc(-c2ccccc2Cl)n1	9	-2.5	-4
COc1ccc(OC)c(C(C)NC(=O)C(C)n2cc([N+](=O)[O-])cn2)c1 (stereo not drawn)	1	-0.1	-15
COc1cccc(OCCSc2nc3ccccc3c(=O)[nH]2)c1	69	-0.1	-6
CCOC(=O)c1[nH]c2ccc(OC)cc2c1NC(=S)N1CCN(C(=O)OCC)CC1	17	-0.3	-31
CN(C)N=Nc1nc2c(c(=O)n(C)c(=O)n2C)n1CC1CO1 (stereo not drawn)	4	-0.7	-9
COC(=O)C1=C(C)Nc2c(c(=O)n(C)c(=O)n2C)C1c1cccs1 (stereo not drawn)	17	1.1	3
O=C(NC1CCCC1)C(NS(=O)(=O)c1ccc(Br)s1)c1ccccc1 (stereo not drawn)	26	-0.8	-16
CC(=O)Nc1cccc(-c2cn3ccc(C)cc3n2)c1	15	3.5	-22
CC(Sc1ccccc1)C(=O)NCC1COc2ccccc2O1 (stereo not drawn)	33	8.7	-17
O=C(NCCN1CCOCC1)C1CCC(CNS(=O)(=O)c2ccccc2)CC1 (stereo not drawn)	7	nt	-4
CN(C)C(CNC(=S)Nc1ccc(Cl)cc1)c1cccnc1 (stereo not drawn)	10	nt	-26
O=C(Nc1nnc(-c2ccc(Br)cc2)o1)c1cccc(N2C(=O)CCC2=O)c1	22	0.3	-16
COC(=O)[C@]1(Cc2ccccc2)N[C@H](CN(C)C(=O)NC(C)C)[C@@H]2C(=O)N(Cc3ccccc3)C(=O)[C@@H]21	-1	-1.7	-33
COc1ccc(NC(=O)c2cc3nc(-c4ccccc4)cc(-c4ccccc4)n3n2)c(OC)c1	10	-0.1	-17
CCn1cc(C(=O)NC(C)C23CC4CC(CC(C4)C2)C3)cn1 (stereo not drawn)	-2	-0.2	-20
COc1ccc(S(=O)(=O)NC2CC2)cc1Br	3	-0.8	-9
O=C(Cn1nnc(-c2cc(Cl)ccc2-n2cnnn2)n1)N1CCCc2ccccc21	28	0.9	-3
O=C(COC(=O)c1cccs1)Nc1ccc(F)c(F)c1	5	-0.4	-16
CC1(C)CC(=O)C2=C(C1)N=C1SCCC(=O)N1C2c1ccccc1 (stereo not drawn)	7	-1.7	-11
O=c1[nH]c(C2CCN(S(=O)(=O)c3ccc([N+](=O)[O-])cc3)CC2)nc2c1nnn2Cc1ccccc1	8	-1.3	-8
C=CCn1c(C)cc(C(=O)COC(=O)CNC(=O)c2ccccc2)c1C	8	-0.8	0
CCCNC(=O)C1CCN(S(=O)(=O)c2ccc3c(c2)OCCO3)CC1	8	0.1	-3
O=C(NCc1ccncc1)C1CCN(S(=O)(=O)c2ccc(F)cc2)CC1	13	5.5	-3
O=C(CSc1ccc2nnc(-c3cccnc3)n2n1)Nc1ccccc1C(F)(F)F	0	0.1	-4
Cc1c(Cl)cccc1NC(=O)CN1CCN(CCN=CC2=C(O)CC(c3ccccc3)CC2=O)CC1 (stereo not drawn)	10	-0.4	-36
Cc1nnc(SCC(=O)NC2CCCCC2)n1N	13	nt	-24
O=C(NNc1c(Cl)cccc1Cl)c1ccno1	5	-2.0	-5
COc1ccc(N2C(=O)CC(C3CCCO3)C2=O)cc1 (stereo not drawn)	5	1.1	2
Cc1cccc(NCc2nc(SCC(=O)Nc3ccccc3)n[nH]2)c1	1	0.3	-27
CCOC(=O)N1C=CC(C)=C[C@@H]2[C@@H](N3C(=O)c4ccccc4C3=O)C(=O)N21	3	-0.1	-14
Cc1cccc(NC(=O)C2CCN(c3nc(C)cc(C)n3)CC2)c1	7	-1.1	-7
O=C1NC(=S)N/C1=C\c1cccnc1	30	1.3	-8
COc1cccc(CNc2nnnn2C)c1OC	7	-2.7	-11
CC(N)c1ccc(Cl)cc1Cl (stereo not drawn)	26	0.8	-6
CCCn1ncc(OC)c(Cl)c1=O	7	-1.1	-13
Nc1c2c(nc3ccc(Br)cc13)N(Cc1ccccc1)CC2	10	0.5	-21
CN(C)C(=O)c1nc2ccc(Cl)cn2c1CN1CCCC(OCc2ccccc2)C1 (stereo not drawn)	14	-0.8	-28
CCN(C(=O)CSc1nnc(Nc2cccc(C)c2C)s1)C1CCS(=O)(=O)C1 (stereo not drawn)	23	-0.3	-11
Cc1ccc(N=Cc2cc(Cc3ccccc3Cl)cc([N+](=O)[O-])c2O)c(O)c1	25	0.8	-14
O=C(OCc1nnc(-c2ccccc2)o1)c1ccc(-n2cnnn2)cc1	17	8.0	-14
CC(=O)c1ccc(N2CCN(C(=O)c3cc(-c4ccc5c(c4)OCO5)nc4ccccc34)CC2)cc1	2	-0.9	-5
CCCCOC(=O)Cc1c(O)c2ccccc2[nH]c1=O	2	-3.3	-15
NC(=O)c1ccccc1NC(=O)Nc1ccc(F)c(Cl)c1	10	0.0	-4
Cc1ccc(CSc2nnc(C)c(=O)n2N)cc1	8	-0.8	-11
Nc1cc[n+](CC(=O)c2ccc3c(c2)OCCO3)cc1	2	0.1	-14
COc1ccc(NC(=O)c2cc3c(=O)n4ccccc4nc3n2C)c(OC)c1	14	-1.2	-21
N#CCCN(Cc1cccnc1)S(=O)(=O)c1ccc2ccccc2c1	-1	0.8	2
O=C(CSc1nc2c(c(=O)n1-c1ccccc1)SCC2)N1CCOCC1	24	-0.7	-11
C=CCn1c(CNc2ccccc2)nnc1SCC(=O)N/N=C/c1ccc(O)cc1O	7	-1.0	-19
O=C(NCc1ccc2c(c1)OCO2)C1CC(=O)N(CCc2ccccc2)C1 (stereo not drawn)	13	-0.4	-24

The final 3 entries of the section before come first, to join the parts.
SMILES	OX1R antag-1	STK33 inh	OX1R antag-2
O=C(CSc1nc2c(c(=O)n1-c1ccccc1)SCC2)N1CCOCC1	24	-0.7	-11
C=CCn1c(CNc2ccccc2)nnc1SCC(=O)N/N=C/c1ccc(O)cc1O	7	-1.0	-19
O=C(NCc1ccc2c(c1)OCO2)C1CC(=O)N(CCc2ccccc2)C1 (stereo not drawn)	13	-0.4	-24
O=C(OCC(=O)c1cccs1)c1ccc(NC(=O)c2ccco2)cc1	10	-0.9	-8
CC1(C)CC2(C)Nc3ccccc3N2C(=S)N1 (stereo not drawn)	16	0.6	-2
CN(C)c1ccc(N2C(=NC(=O)CCc3ccccc3)SC3CS(=O)(=O)CC32)cc1 (stereo not drawn)	1	-0.2	-20
COc1ccc(OC)c(NC(=O)CS(=O)(=O)c2ccccc2)c1	6	-0.5	-24
CCN(CC)c1ccc(N2C(=NC(=O)C3CCCO3)SC3CS(=O)(=O)CC32)cc1 (stereo not drawn)	8	-1.7	-24
O=C(CCN1C(=O)c2ccccc2C1=O)Nc1cccnc1	19	0.7	-12
CCOC(=O)c1c(NC(=O)C2Cc3ccccc3C(=O)O2)sc2c1CCCC2 (stereo not drawn)	14	1.0	-17
O=C(CN1C(=O)COc2ccc(Cl)cc21)N1CCOCC1	4	-0.8	-3
Cc1cc(C)cc(NS(=O)(=O)c2csc(C(N)=O)c2)c1	-8	-2.0	-29
CCOC(=O)C1CCCN(C(=O)c2cn(C)c(=O)c3cc(OC)c(OC)cc23)C1 (stereo not drawn)	23	-1.3	-19
CCn1cc(C(=O)O)c(=O)c2cnc(N3CCN(C(=S)NC(=O)c4ccccc4Cl)CC3)nc21	2	0.5	-2

Screens from PubChem.
